# PMI act hi M6P – PMI (human) activation, high substrate. activation factor at 20 µM. hit rate 0.34% among 190,000. coupled PMI enzyme assay, resazurin fluorescence, 20 min; hits give high values; 1 = untreated enzyme, 0 = substrate-free blank. P34949. AID 1216;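 active = activation factor of 2 or more at 20 µM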
# Target sequence (P34949 whole entry, looked up): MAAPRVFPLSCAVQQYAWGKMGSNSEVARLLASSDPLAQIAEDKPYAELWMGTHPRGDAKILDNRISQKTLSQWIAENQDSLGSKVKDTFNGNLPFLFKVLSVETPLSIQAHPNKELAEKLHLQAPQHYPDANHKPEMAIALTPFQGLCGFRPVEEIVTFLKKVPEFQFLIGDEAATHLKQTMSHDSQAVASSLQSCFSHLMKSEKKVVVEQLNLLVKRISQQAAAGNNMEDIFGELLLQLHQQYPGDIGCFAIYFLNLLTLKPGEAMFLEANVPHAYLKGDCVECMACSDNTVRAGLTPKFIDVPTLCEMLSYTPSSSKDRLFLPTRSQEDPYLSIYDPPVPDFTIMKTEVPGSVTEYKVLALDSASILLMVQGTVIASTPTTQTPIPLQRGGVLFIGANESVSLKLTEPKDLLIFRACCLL
#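 assay system = human phosphomannose isomerase with PGI, G6PDH, diaphorase coupling enzymes | quantity = 15 ng/mL PMI | incubation = enzyme reaction with compound 20 min at room temperature | medium = HEPES pH 7.4 buffer with MgCl2 and Tween-20 | compound dosing = one concentration, 20 µM, in 1% DMSO | measured by = Diaphorase-driven resazurin-to-resorufin fluorescence, excitation 544, emission 590 nm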
# TNAP inh noacc – blocks human TNAP activity with no phosphate acceptor present; hit rate 0.26% among 200,000; purified TNAP, CDP-star luminescence, 30 min; inhibition, % at 20 µM; P05186; AID 1012;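 active = tissue-nonspecific alkaline phosphatase inhibition above about 50% at 20 µM in the single-dose screen, limit read from the data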;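 also: 0% = DMSO negative control and 100% = EDTA positive control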
# Diaph inh CS – counter-screen for diaphorase-based assays: diaphorase inhibitors and chemical oxidizers | hit rate 0.69% among 190,000 | inhibition, % at 20 µM | diaphorase resazurin-to-resorufin fluorescence, NADH, 16 min; bacterial (C. kluyveri) enzyme, not human;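 active = primary screen inhibition at 20 µM above a set limit, cut at about 50% in these data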;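 also: plate controls were DMSO with full reaction for no effect and wells lacking NADH for full effect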
#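 Detection: fluorescence of resorufin formed from resazurin, Ex 544/Em 590 nm; test system: Clostridium kluyveri diaphorase enzyme; amount: 0.14 U/mL diaphorase, enzyme working solution; times: 16-min room-temperature incubation before reading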
# PMI activator – activators of human phosphomannose isomerase; P34949; purified human PMI, coupled resazurin fluorescence, 20 min; hits give high values; 1 = vehicle control, 0 substrate-free wells; activation factor at 20 µM; hit rate 0.005% among 190,000;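 active = activation factor of 2 or more at 20 µM, relative to plate controls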
# TNAP inh hi DEA – blocks human TNAP under high phosphate acceptor concentration | purified TNAP, CDP-star luminescence, 1 M DEA | inhibition, % at 20 µM | hit rate 0.03% among 200,000;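 active = over 50% inhibition of tissue-nonspecific alkaline phosphatase at 20 µM in the single-dose screen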;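 also: plate controls were DMSO wells for no effect and EDTA-quenched wells as full inhibition for full effect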
# Efa HMGR inh – inhibitors of class II HMG-CoA reductase from Enterococcus faecalis | inhibition, % at 10 µM | hit rate 0.41% among 190,000 | purified E. faecalis HMGR, NADPH absorbance 340 nm kinetic;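 active = inhibition above a set limit, the median over all tested compounds plus 3 SD, cut at about 9.5% in these data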;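 also: enzyme runs in reverse so mevalonate oxidation gives rising NADPH absorbance; 0% = complete reaction with DMSO and 100% = background rate lacking mevalonate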
# Diaph act CS – counter-screen for diaphorase-based assays: diaphorase activators and chemical reducers | Diaphorase/resazurin coupled assay, resorufin fluorescence, 16 min; hits give high values; 1 = vehicle wells, 0 = NADH-free wells | activation factor at 20 µM | hit rate 0.005% among 190,000 | AID 1229;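 active = diaphorase activity raised at least twofold by the compound at 20 µM; inactive = activation factor below 2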
#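 Material: purified diaphorase enzyme from Clostridium kluyveri; Also added: 0.114 mM NADH and 0.1 mM resazurin, final amounts; Doses: single compound dose of 20 µM, 1% DMSO final; Times: 16 min enzyme reaction, ambient temperature; Detection: resorufin fluorescence, excitation 544 nm, emission 590 nm; Measure: increased resorufin signal from activators or reducing compounds.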
# FLuc act counter – affects firefly luciferase, flagging false hits in luciferase stimulation screens. ATPlite luciferase biochemical, luminescence, 10 min; 0 = ATP-free wells, 1 = DMSO control. 200,000 tested, under 10 active. P08659. activation factor at 10 µM;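 active = luciferase activation factor, scaled between plate controls, of at least 2 with compound at 10 µM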
# Target sequence (P08659 whole entry, looked up): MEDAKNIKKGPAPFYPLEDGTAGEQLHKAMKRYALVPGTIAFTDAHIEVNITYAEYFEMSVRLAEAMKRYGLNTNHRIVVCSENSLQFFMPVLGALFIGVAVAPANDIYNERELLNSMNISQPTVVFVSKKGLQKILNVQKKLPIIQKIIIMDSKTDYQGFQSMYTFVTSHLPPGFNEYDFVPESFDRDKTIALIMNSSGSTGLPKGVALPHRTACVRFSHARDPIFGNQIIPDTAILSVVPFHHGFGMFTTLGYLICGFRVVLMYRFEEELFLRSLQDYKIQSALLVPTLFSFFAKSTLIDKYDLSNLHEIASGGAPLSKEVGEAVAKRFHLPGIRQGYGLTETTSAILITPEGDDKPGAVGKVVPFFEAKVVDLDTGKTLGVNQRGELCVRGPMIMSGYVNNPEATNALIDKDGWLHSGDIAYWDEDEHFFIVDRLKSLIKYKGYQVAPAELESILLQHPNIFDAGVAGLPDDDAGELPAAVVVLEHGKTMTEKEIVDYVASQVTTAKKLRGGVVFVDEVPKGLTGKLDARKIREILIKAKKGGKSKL
#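 Assay system: Luciferase/luciferin detection reagent, cell-free biochemical luciferase assay / Read-out: luciferase activation / Benchmarks: No-ATP low control, compound-free enzyme-plus-ATP high control / Medium: PBS buffer for ATP / Detection: luminescence measurement of luciferase light output / Schedule: 10 min at ambient temperature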
# G6PDH CS – counter-screen for G6PDH assay hits: L. mesenteroides G6PDH inhibition. Purified L. mesenteroides G6PDH, diaphorase/resazurin coupled fluorescence, 45 min. inhibition, % at 5 µM. hit rate 0.12% among 200,000. AID 1020; in the data active = inhibition above about 50%
# TNAP act hiacc – activators of human TNAP at high phosphate acceptor concentration; P05186; purified TNAP, CDP-star luminescence, 1 M DEA, 30 min; hits give high values; 0 = EDTA background, 1 = DMSO-only activity; activation factor at 20 µM; 200,000 tested, under 10 active; AID 1136;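 active = activation factor at least 2 at 20 µM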
#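 Measured by: Luminescent substrate turnover signal | Test system: Human TNAP | Input: TNAP 1/800 final | Dosing: 20 µM single point | Schedule: 30 min, room temperature | Controls: EDTA wells as negative control, DMSO wells as positive control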
# Numbers without * were called inactive.
SMILES,PMI act hi M6P,TNAP inh noacc,Diaph inh CS,PMI activator,TNAP inh hi DEA,Efa HMGR inh,Diaph act CS,FLuc act counter,G6PDH CS,TNAP act hiacc
CCc1cccc(C)c1NC(=O)COC(=O)CNS(=O)(=O)/C=C/c1ccccc1,1,-5.5,11.1,1,1.1,-3.8,0.9,1,2.0,1
CCOc1ccc(NC(=O)CCNS(=O)(=O)c2ccc3c(c2)CCC(=O)N3)cc1,1.1,-7.2,9.4,1.1,-6.6,4.3,0.9,1.1,5.3,1.1
COc1cccc(-c2nc(CC(=O)O)cs2)c1OC,1.1,-12.6,2.0,1,-5.8,1.0,1,1,1.3,1.1
Cc1cc(C(=O)NC(=S)Nc2ccccc2N2CCCC2)ccc1[N+](=O)[O-],1,-5.6,12.2,0.9,1.2,2.4,0.9,1,-28.7,1
CCC(c1nnnn1Cc1ccco1)N1CCN(c2cc(Cl)ccc2C)CC1 (stereo unspecified),1,-8.2,27.3,1,-7.8,-4.5,0.7,1.1,-7.3,1.1
C=CCN(CC=C)C(=S)NC(=O)c1ccc(C)c(Br)c1,1,-8.9,13.3,1,-2.3,-5.3,0.9,1.1,-0.9,1
CCCc1ccc(Oc2cn[nH]c2-c2ccc(O)c(C)c2O)cc1,0.9,-2.2,20.5,0.9,0.2,1.2,0.8,1,-14.4,1
CCSC1=NC(C)(C)C=C(C)N1,1,-9.5,17.2,1,-2.5,2.6,0.8,1,-3.7,1
CN(C)S(=O)(=O)c1ccc(C(=O)Nc2nc3ccccc3[nH]2)cc1,1,-66.3,3.5,1,-0.6,-0.3,1,0.8,2.5,1
O=C(NC(=S)Nc1ccc(Cc2ccncc2)cc1)c1ccc(F)cc1,1,6.8,12.8,0.9,5.1,-5.0,0.9,1,-5.1,0.9

# Looked up one by one from the entries so far (two):
SMILES,PMI act hi M6P,TNAP inh noacc,Diaph inh CS,PMI activator,TNAP inh hi DEA,Efa HMGR inh,Diaph act CS,FLuc act counter,G6PDH CS,TNAP act hiacc
CN(C)S(=O)(=O)c1ccc(C(=O)Nc2nc3ccccc3[nH]2)cc1,1,-66.3,3.5,1,-0.6,-0.3,1,0.8,2.5,1
C=CCN(CC=C)C(=S)NC(=O)c1ccc(C)c(Br)c1,1,-8.9,13.3,1,-2.3,-5.3,0.9,1.1,-0.9,1

# (continued)
SMILES,PMI act hi M6P,TNAP inh noacc,Diaph inh CS,PMI activator,TNAP inh hi DEA,Efa HMGR inh,Diaph act CS,FLuc act counter,G6PDH CS,TNAP act hiacc
CCCCOc1ccc(N2C(=O)CC(N(O)c3ccccc3)C2=O)cc1 (stereo unspecified),0.9,-11.5,13.4,1.1,-2.0,0.6,0.9,1.1,10.3,1
COc1ccc(C2CC(c3ccccc3)=NN2C(=O)c2cccs2)cc1 (stereo unspecified),0.9,-0.7,18.8,0.9,-1.2,-2.3,0.8,0.9,6.0,1
N#CC1=C(N)OC2=C(CN(Cc3ccccc3)C/C2=C\c2cccnc2)C1c1cccnc1 (stereo unspecified),0.9,-5.9,15.8,0.9,0.9,2.2,0.8,1.1,-32.4,1
CC1Sc2ccc(C(=O)O)cc2NC1=O (stereo unspecified),0.9,-9.3,15.5,0.9,-8.4,-5.9,0.8,1,13.8,1.1
O=C(O)/C=C/c1ccc2noc(-c3ccccc3)c2c1,1.3,-7.7,29.9,1.5,-0.2,-0.7,0.7,0.9,1.3,1
COc1cc(C(=O)Nc2cc(C(F)(F)F)ccc2N2CCOCC2)ccc1O,0.9,-2.3,12.5,0.9,2.0,-0.6,0.9,1,3.5,1
Cc1cc(N)n(-c2cc(C)c3ccccc3n2)n1,0.9,-6.4,16.9,0.6,-1.1,-4.3,0.8,0.2,1.8,1
COc1ccc(C(=O)c2oc3ccc(Br)cc3c2NC(C)=O)cc1,1,-16.4,5.4,1,-0.4,2.3,0.9,1.1,9.3,1
O=c1oc2ccc(Br)cc2cc1-c1nc2ccccc2o1,1,-10.5,9.0,1,-1.2,1.2,0.9,1,2.3,1
O=C(NCCCn1ccnc1)c1cc2c(s1)CCCCC2,1,-8.3,2.8,1,-5.5,1.3,1,1,-8.0,1.1
CCOC(=O)c1c(C)[nH]c(C(=O)OCC(=O)Nc2ccc(OC)c(Cl)c2)c1C,0.9,-7.3,8.4,0.9,-1.7,2.1,0.9,1,4.6,1
CCn1c(/C=C2\C(=O)N(C)c3ccccc32)nc2ccccc2c1=O,1,-5.1,19.3,1,-2.2,-1.1,0.8,1.1,-1.7,1
CS(=O)(=O)C1=NSC2=NC(=O)/C(=C\c3cccn3-c3ccccc3Cl)C(=N)N21,1.1,1.8,28.3,1.2,4.5,-3.4,0.7,1,0.8,1
Cc1ccc(C(C(=O)NCc2ccco2)N(C(=O)CNC(=O)c2cccs2)c2ccc(C)cc2C)cc1 (stereo unspecified),0.9,-11.6,11.1,0.9,-2.9,-1.4,0.9,1,4.9,1
Cc1ccccc1OCCN1C(=O)C(=O)c2cccc(C)c21,0.9,-8.0,1.3,0.9,1.6,-3.5,1,1.1,-1.8,1
CC(C)(C)NC(=O)Nc1ccccc1C(N)=O,0.9,-9.7,5.5,0.9,-4.4,4.7,0.9,1,-6.1,1
OCCCN1CCN(CCOc2ccccc2-c2ccccc2)CC1,1.2,-6.2,12.6,1.2,-4.2,-2.4,0.9,1,3.4,1
COc1ccccc1-c1cc(C(F)(F)F)nc(S(=O)(=O)CCCC(=O)NC(C)C)n1,0.9,-5.4,13.1,1,-5.8,1.8,0.9,1,8.2,1.1
COc1ccc2nc(NCCCO)[nH]c2c1,0.8,-3.5,6.9,0.9,1.3,-0.7,0.9,1,4.0,1
Cc1cc(OC(=O)N2CCCCC2)cc(C)c1Cl,0.9,-11.9,23.1,0.8,-6.8,-0.2,0.8,1,0.0,1.1
COCc1cc(C)nc2sc(C(=O)Nc3nccs3)c(N)c12,1,-21.4,32.7,1,-4.0,2.4,0.7,0.9,-0.2,1
C=CCN1C(=O)/C(=C\c2ccc(OC(=O)c3ccco3)c(OC)c2)SC1=S,0.9,-1.1,17.2,0.9,22.6,-3.6,0.8,1,8.2,0.8
Cc1c(NS(=O)(=O)c2cccc(C(=O)NCc3ccccc3)c2)c(=O)n(-c2ccccc2)n1C,1,-5.5,18.5,0.8,4.1,-8.6,0.8,1,6.1,1
CCOC(=O)c1cn(Cc2ccc(Br)cc2)nn1,1.1,-14.8,0.1,1,2.1,1.8,1,1,2.7,1
O=C(Oc1cccc2cccnc12)c1cccc([N+](=O)[O-])c1,0.6,-11.2,33.7,0.8,-3.9,2.3,0.7,1.1,59.2*,1
Cc1ccc(S(=O)(=O)NCCNC(=O)N2CCOCC2)cc1,1,-6.7,7.5,1,-6.3,4.8,0.9,1.1,3.1,1.1
COc1cc(CC(=O)NCc2ccco2)cc(OC)c1OC,1,-9.0,3.9,1.1,-8.0,-3.3,1,1.1,4.7,1.1
O=C(CCc1ccccc1)n1nc(-c2ccccc2)nc1NCc1ccco1,0.9,28.9,17.7,0.9,-0.3,-5.4,0.8,1,7.6,1
Cc1sc(NC(=O)c2ccco2)c(C(c2ccncc2)N2CCOCC2)c1C (stereo unspecified),1,-3.0,5.6,1,0.0,-4.1,0.9,1,2.9,1
Cc1cc(=O)[nH]c(SCC2(O)C3CC4CC(C3)CC2C4)n1 (stereo unspecified),1,-8.6,-3.8,1,-5.8,-4.9,1,1,13.4,1.1

# Reformatted with each value named: part of the list above.
SMILES: O=C(Oc1cccc2cccnc12)c1cccc([N+](=O)[O-])c1
  PMI act hi M6P: 0.6
  TNAP inh noacc: -11.2
  Diaph inh CS: 33.7
  PMI activator: 0.8
  TNAP inh hi DEA: -3.9
  Efa HMGR inh: 2.3
  Diaph act CS: 0.7
  FLuc act counter: 1.1
  G6PDH CS: 59.2*
  TNAP act hiacc: 1

SMILES: Cc1ccc(S(=O)(=O)NCCNC(=O)N2CCOCC2)cc1
  PMI act hi M6P: 1
  TNAP inh noacc: -6.7
  Diaph inh CS: 7.5
  PMI activator: 1
  TNAP inh hi DEA: -6.3
  Efa HMGR inh: 4.8
  Diaph act CS: 0.9
  FLuc act counter: 1.1
  G6PDH CS: 3.1
  TNAP act hiacc: 1.1

SMILES: COc1cc(CC(=O)NCc2ccco2)cc(OC)c1OC
  PMI act hi M6P: 1
  TNAP inh noacc: -9.0
  Diaph inh CS: 3.9
  PMI activator: 1.1
  TNAP inh hi DEA: -8.0
  Efa HMGR inh: -3.3
  Diaph act CS: 1
  FLuc act counter: 1.1
  G6PDH CS: 4.7
  TNAP act hiacc: 1.1

SMILES: O=C(CCc1ccccc1)n1nc(-c2ccccc2)nc1NCc1ccco1
  PMI act hi M6P: 0.9
  TNAP inh noacc: 28.9
  Diaph inh CS: 17.7
  PMI activator: 0.9
  TNAP inh hi DEA: -0.3
  Efa HMGR inh: -5.4
  Diaph act CS: 0.8
  FLuc act counter: 1
  G6PDH CS: 7.6
  TNAP act hiacc: 1

# (further entries)
SMILES,PMI act hi M6P,TNAP inh noacc,Diaph inh CS,PMI activator,TNAP inh hi DEA,Efa HMGR inh,Diaph act CS,FLuc act counter,G6PDH CS,TNAP act hiacc
CCOC(=O)c1ccc(NC(=O)c2cccc(C)c2[N+](=O)[O-])cc1,0.9,0.5,11.5,0.9,1.9,-3.6,0.9,1,16.3,1
O=C(NNC(=O)c1cccc2ccccc12)c1ccco1,0.9,-6.1,14.3,0.9,-3.0,-1.6,0.9,1,7.3,1
COc1ccc([N+](=O)[O-])cc1NC(=O)CCCOc1ccccc1,1,-0.1,8.7,1,9.7,-2.2,0.9,1.1,8.2,0.9
Cc1nc(Nc2cccc(C(F)(F)F)c2)nc2c1C(=O)CC(C)C2 (stereo unspecified),1.1,-4.5,-3.1,1,-2.4,1.4,1,1.1,-23.2,1
COc1cccc(C(=O)Nc2cc(=O)n(C)c(=O)n2C)c1OC,0.9,-7.6,13.2,0.9,-2.7,-4.3,0.9,1,1.7,1
O=C(CCN1C(=O)/C(=C/c2cccc(Br)c2)SC1=S)NNC(=O)c1cccnc1,1,-206.4,1.1,1,-4.3,-4.5,1,1.1,6.6,1

# Compound activity as filed in PubChem BioAssay.
